Assay outcomes: PubChem BioAssay, NCI
All columns: NCI-60 one-dose screen, growth in % after 48 h at 10 µM unless noted; 100 = growth as untreated, 0 = no growth, -100 = all killed.
TK-10 – TK-10 renal cancer cells; 81,000 compounds, 3.9% hits
ACHN – ACHN renal cancer; 81,000 compounds, 4.9% hits; AID 1794771
786-0 – 786-0 renal cancer cells. 81,000 compounds, 5.1% hits. AID 1794775
PC-3 – PC-3 prostate cancer cells; 80,000 compounds, 3.9% hits
UO-31 – UO-31 renal cancer; 81,000 compounds, 5.2% hits; AID 1794768
A498 – A498 renal cancer cells | 76,000 compounds, 5.4% hits
CAKI-1 – CAKI-1 renal cancer | 75,000 compounds, 4.7% hits
RXF 393 – RXF 393 renal cancer cells. AID 1794773. 77,000 compounds, 6.9% hits
SN12C – SN12C renal cancer cells | 81,000 compounds, 3.8% hits
An asterisk follows results filed as active; nt = not tested or not shown; & = joins results of further samples. How the source made its calls: active means growth percent below 10; inactive means the rest. Outcome played no part in choosing rows. Share with any hit: about 11%.

entry	Molecule	TK-10	ACHN	786-0	PC-3	UO-31
1	CC(C)(C)CC(C)(C)Nc1c(-c2ccc(C(F)(F)F)cc2)nc2cnccn12	102	87	-12*	68	64
2	OCCOc1ccccc1-c1ccccc1	104	106	99	96	91
3	Cc1ccc(CNc2ccc3nc(NC(=O)CN4CCCCC4)sc3c2)cc1	116	93	100	80	76
4	O=[N+]([O-])c1ccc(Cl)c(Nc2n[nH]c(-c3ccccc3)n2)c1	127	80	98	78	58
5	CCCCC(O)(c1ccc(Cl)cc1)C(CN1CCOCC1)c1ccc(Cl)cc1 (configuration not stated)	53	33	54	18	16
6	Nc1nc(N)c(N=Nc2ccc(S(N)(=O)=O)cc2)cc1N=Nc1ccccc1	86	90	76	81	55
7	O=C(O)CCC(NC(=O)OCc1ccccc1)C(=O)O (configuration not stated)	93	111	104	97	95
8	COc1ccc(/C=c2\nc3n(-c4ccccc4)c4n(n-3c2=O)CC(=O)N=4)cc1	152	108	108	95	80
9	O=C(O)Cc1ccc(Cl)cc1	107	103	94	86	99
10	O=[N+]([O-])c1ccc(O)c(CN(CCO)CCO)c1	105	106	99	100	89
11	C/C(=N/O)c1ccc(C)s1	95	97	102	93	81
12	Clc1cccc(Cn2cc(CSc3nc4ccccc4o3)nn2)c1	99	95	93	99	81
13	N#CCN1C(=O)c2ccccc2C1=O	nt	107	110	103	nt
14	CSc1ccc2c(c1)C(N1CCN(C)CC1)Cc1ccccc1S2 (configuration not stated)	43	12	54	26	15
15	O=C(O)COc1c(Cl)c(Cl)c(Cl)c(Cl)c1Cl.[Cu+2]	126	97	110	96	77

entry	A498	CAKI-1	RXF 393	SN12C
1	84	75	nt	86
2	105	101	110	108
3	102	89	115	95
4	21	67	92	89
5	36	26	19	9.5*
6	62	96	83	90
7	106	101	109	100
8	102	93	104	105
9	96	nt	125	122
10	87	98	104	104
11	96	93	116	93
12	105	85	108	100
13	104	109	122	107
14	16	20	25	36
15	111	106	115	100

Continuation.
entry	Molecule	TK-10	ACHN	786-0	PC-3	UO-31
16	C=CCn1c(SCC(=O)Nc2ccc(C(=O)/C=C/c3cc(OC)c(OC)c(OC)c3)cc2)nnc1-c1cc(-c2ccccc2)nc2ccccc12	113	81	87	70	67
17	C=C1CCC2C3(C)COC(c4cccs4)OC3CCC2(C)C1C/C=C1/C(=O)OCC1O (configuration not stated)	110	104	107	94	87
18	COc1cccc(/C(O)=C2\C(=O)C(=O)N(CCN3CCCC3)C2c2ccc3c(c2)OCO3)c1 (configuration not stated)	103	100	104	101	102
19	CC(=O)N1C(=O)/C(=N\N=C\c2cccs2)c2cc(F)ccc21	131	100	100	98	78
20	CCOC(=O)CSC(=S)SCC(=O)OCC	132	109	103	103	102
21	O=C(NCCc1ccccc1)C(O)C(Cc1ccccc1)N(Cc1ccccc1)Cc1ccccc1 (configuration not stated)	91	56	59	32	49
22	O=C(O)c1ccc(-n2cc(/C=N/Nc3ccccc3F)c(-c3ccc(O)cc3)n2)cc1	102	nt	84	75	49
23	O=C1[C@H]2Cc3c([nH]c4ccccc34)[C@@H](c3ccc(Cl)cc3)N2C(=O)CN1C1CCN(Cc2c(Cl)cccc2Cl)CC1	107	-34*	-64*	71	2.5*
24	COCCOC(=O)c1ccc(OC)cc1	91	99	96	82	98
25	N#Cc1ncc(-c2ccc(F)c(F)c2F)c(NC2CCCCCC2)n1	92	85	87	76	69
26	O=C(O)CCC(C(=O)O)N1C(=O)/C(=C/C(Cl)=C/c2ccccc2)SC1=S (configuration not stated)	111	102	100	85	84
27	O=C(O)CSc1ccc([N+](=O)[O-])c(SCC(=O)O)n1	102	108	103	104	90
28	COc1ccc(-c2cc(-c3ccc(N(C)C)cc3)nc(NC(=O)c3cccnc3)n2)cc1	117	96	103	90	81
29	Cc1ccc(C2=Nn3c(Cc4ccccc4)nnc3SC2)cc1	80	98	87	91	64
30	Cc1c(C(=O)NNC(=O)Nc2ccc(Cl)cc2)nnn1-c1ccc(Cl)cc1	93	87	90	87	56

entry	A498	CAKI-1	RXF 393	SN12C
16	71	79	64	89
17	114	102	120	93
18	96	101	99	108
19	80	88	100	97
20	121	103	109	106
21	74	36	44	39
22	73	nt	93	103
23	111	55	109	81
24	101	96	101	97
25	124	79	77	78
26	75	93	106	96
27	nt	105	110	101
28	109	93	107	98
29	83	75	73	93
30	88	68	85	87

Shown as a markdown table: entries from further up.
| cpd | structure | TK-10 | ACHN | 786-0 | PC-3 | UO-31 | A498 | CAKI-1 | RXF 393 | SN12C |
| --- | --- | --- | --- | --- | --- | --- | --- | --- | --- | --- |
| 19 | CC(=O)N1C(=O)/C(=N\N=C\c2cccs2)c2cc(F)ccc21 | 131 | 100 | 100 | 98 | 78 | 80 | 88 | 100 | 97 |
| 20 | CCOC(=O)CSC(=S)SCC(=O)OCC | 132 | 109 | 103 | 103 | 102 | 121 | 103 | 109 | 106 |

(more compounds)
entry	Molecule	TK-10	ACHN	786-0	PC-3	UO-31
31	Cc1csc(=N)n1/N=C/c1cccnc1	87	103	92	94	92
32	O=C(O)C(Oc1ccccc1)Oc1ccccc1	89	102	105	93	89
33	CCN(CC)CCOC(=O)c1ccc(NC(=O)OCC(C)OC(=O)Nc2ccc(C(=O)OCCN(CC)CC)cc2)cc1 (configuration not stated)	101	106	103	92	87
34	c1ccc(NCCC2OCC3(CO2)COC(CCNc2ccccc2)OC3)cc1 (configuration not stated)	95	95	95	84	54
35	CCOc1ccc(C(=O)NC(=S)Nc2ccc(C(=O)NO)cc2)cc1	109	100	103	87	87
36	CC(=O)Nc1nc(-c2ccc(F)c(NS(=O)(=O)c3cccc4c(N(C)C)cccc34)c2)cs1	102	83	95	66	51
37	CCN(CC)Cc1cc(Nc2nc(NC3CCC(N(C)C)CC3)c3ccccc3n2)ccc1OC (configuration not stated)	105	91	98	63	73
38	CC1=C2[C@H]3OC(=O)[C@@H](CN4CCOCC4)[C@@H]3CC[C@@](C)(O)[C@@H]2CC1=O	131	98	102	84	99
39	O=C(O)c1ccc(-n2cc(CNc3ccc(F)cc3)c(-c3ccc(C(F)(F)F)cc3)n2)cc1	110	77	105	79	67
40	Cc1c(C(=O)NC(Cc2ccccc2)C(=O)C(=O)NCCc2ccccn2)[nH]c2ccccc2c1=O (configuration not stated)	96	106	100	96	94
41	O=C(NO)c1ccccc1O	104&116	99&104	103&106	94&102	98&89
42	O=C(c1ccccc1)n1cc(-c2nc3ccccc3s2)c2cccnc21	116	100	108	98	70
43	N#Cc1nc(-c2ccccc2)oc1S(=O)(=O)N1CCN(c2ccccc2)CC1	104	102	100	95	85
44	CC(C)(C)OC(=O)N1C/C(=C\c2ccoc2)C(=O)/C(=C/c2ccoc2)C1	95	100	94	89	74
45	COc1ccc2c3c([nH]c2c1)[C@H]1C[C@H]2[C@H](C[C@@H](O)[C@H](OC)[C@H]2CO)CN1CC3	105	103	99	100	95

entry	A498	CAKI-1	RXF 393	SN12C
31	50	97	131	102
32	102	105	104	101
33	97	99	109	108
34	87	76	115	102
35	112	87	96	94
36	113	64	82	71
37	119	102	75	71
38	83	92	109	98
39	90	76	88	94
40	102	99	113	99
41	130&65	96&96	nt	89&104
42	127	90	112	101
43	95	109	114	88
44	74	82	nt	98
45	75	nt	116	121

Continued.
entry	Molecule	TK-10	ACHN	786-0	PC-3	UO-31
46	Cn1c(=O)c2[nH]c(CCC3CCCC3)nc2n(C)c1=O	113	101	100	97	121
47	Cc1ccccc1C(O)(c1ccccc1)c1ccccc1C	106	100	103	77	87
48	COc1ccc(-c2ccc(-c3ccc(C(=N)N)o3)o2)cc1	62	42	22	26	45
49	O=C1C2C=CC1C1C(=O)C=CC21 (configuration not stated)	111	99	97	100	90
50	CC1CCCNC1 (configuration not stated)	102	104	102	99	84
51	N#Cc1c(-c2ccccc2)cc(-c2ccccc2)[nH]c1=O	144&115	95&97	103&108	107&108	84&87
52	COc1ccc(-c2c(N)n[nH]c2-c2ccc(OC)cc2O)cc1	104	108	106	101	79
53	C=C(C)[C@@H]1CC[C@]2(C(=O)O)CC[C@]3(C)[C@H](CC[C@@H]4[C@@]5(C)C[C@@H](Cc6cn(CCO[C@@H]7O[C@H](COC(C)=O)[C@@H](O[C@@H]8O[C@H](COC(C)=O)[C@H](OC(C)=O)[C@H](OC(C)=O)[C@H]8OC(C)=O)[C@H](OC(C)=O)[C@H]7OC(C)=O)nn6)[C@H](O)C(C)(C)[C@@H]5CC[C@]43C)[C@@H]12	87	90	83	66	87
54	Cc1ccc[n+](CCC(N)=O)c1	95	105	94	86	86
55	CC(=O)c1cc2c(N)c(C(=O)Nc3ccnc4ccccc34)sc2nc1C	96	90	93	73	77
56	CC(=O)N(CC(=O)N(CC(=O)O)c1ccc(Cl)cc1)c1ccc(Cl)cc1	102	106	118	88	70
57	CCN(CC)c1ccc2cc(C3C(C#N)=C(c4cccs4)OC(NC)=C3[N+](=O)[O-])c(=O)oc2c1 (configuration not stated)	119	103	90	103	73
58	CC(C)c1nc(-c2ccc(Cl)c(O)c2)c(-c2ccnc(NCCNS(=O)(=O)c3ccc(O)cc3)c2)s1	111	95	99	83	94
59	CCOC(=O)C1=C(N)N(c2ccccc2)C2=C(C(=O)CC(C)(C)C2)C1c1cccnc1 (configuration not stated)	101	98	103	101	23
60	CC(C)=Cc1ccccc1	107	97	100	105	97

entry	A498	CAKI-1	RXF 393	SN12C
46	111	102	119	88
47	99	79	104	106
48	9.7*	34	25	-24*
49	96	105	107	107
50	108	98	121	98
51	97&82	93&85	103&113	102&99
52	102	98	50	124
53	74	80	91	76
54	nt	92	106	92
55	nt	91	109	95
56	92	nt	116	97
57	102	82	99	103
58	111	99	117	86
59	104	97	nt	100
60	100	102	99	100

Entries listed so far that contain a CF3 group:
entry	Molecule	TK-10	ACHN	786-0	PC-3	UO-31
1	CC(C)(C)CC(C)(C)Nc1c(-c2ccc(C(F)(F)F)cc2)nc2cnccn12	102	87	-12*	68	64
39	O=C(O)c1ccc(-n2cc(CNc3ccc(F)cc3)c(-c3ccc(C(F)(F)F)cc3)n2)cc1	110	77	105	79	67

entry	A498	CAKI-1	RXF 393	SN12C
1	84	75	nt	86
39	90	76	88	94

More results follow:
entry	Molecule	TK-10	ACHN	786-0	PC-3	UO-31
61	CCCCC#Cc1c(I)n(C)c(=O)[nH]c1=O	50	-76*	98	60	-78*
62	COc1ccc(OC(=O)c2ccc(Cl)cc2)cc1	119	102	nt	100	83
63	COc1ccc(-c2nc(N3N=C(c4ccc(N5CCOCC5)cc4)CC3c3ccc(OC)c(OC)c3)nc(N3CCOCC3)c2C#N)cc1 (configuration not stated)	102	100	88	79	80
64	COc1cc(Nc2ccnc(NCCCNc3ccnc4cc(Cl)ccc34)n2)cc(OC)c1	-63*	-58*	-91*	26	-75*
65	N#Cc1ccc2c(c1)N(CCCN1CCC(O)CC1)c1ccccc1S2	85	77	73	76	47
66	CC(C)CCC[C@@H](C)[C@H]1CC[C@H]2[C@@H]3CC=C4c5sc(Nc6ccccn6)nc5CC[C@]4(C)[C@H]3CC[C@]12C	123	110	110	101	70
67	CC(C)(C)c1cc2n(n1)-c1ccccc1CC(=O)N2Cc1ccc(Cl)cc1	91	98	90	69	92
68	Cc1cc(CN(Nc2ccccc2)c2ccccc2)cc(C)n1	104	100	95	83	74
69	COc1ccc(NC(=O)c2ccccc2-c2ccccc2)c(C(N)=O)c1	76	40	28	33	40

entry	A498	CAKI-1	RXF 393	SN12C
61	94	-54*	-82*	39
62	98	95	125	108
63	108	88	101	96
64	15	-3.9*	-83*	23
65	59	64	78	70
66	135	87	112	109
67	100	89	107	92
68	67	86	96	93
69	31	42	nt	61
